# POLI inh = inhibitors of human DNA polymerase iota. Q9UNA4. Pol iota fluorescent replication assay, 10 min. Potency, µM (highest dose often 115 µM), inactives show at the highest dose activity, negative = inhibition, hits mostly inhibitors. 390,000 tested, 1% active
#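 Fluorescent replication assay read twice, at 0 min and 10 min after adding 50 nM (final) substrate. Enzyme (10 nM) and compounds were first incubated 15 min at room temperature; enzyme-free buffer wells were negative controls.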
# BLM helicase inh = Bloom syndrome helicase (human) inhibition; P54132; 350,000 tested, 0.2% active; Potency, µM (titrated, usually from 56.1 µM), inactives show at the highest dose activity change, negative = inhibition, most hits filed as inhibitors; recombinant BLM DNA unwinding, fluorescence dequenching;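 note: plate controls were vehicle for no effect and no enzyme for full effect; nearly all actives have a fitted effect of over 35% in size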
# BAZ2B block = inhibitors of human BAZ2B bromodomain; 360,000 tested, 4.4% active; Potency, µM (titrated, usually from 114 µM), without a hit: top-dose activity change, negative = inhibition, hits mostly inhibitors; Q9UIF8; AlphaScreen BAZ2B-H3K14Ac peptide displacement; note: % is set by controls: 0 for no effect and ±100 for the full control effect; nearly all actives have a fitted effect of over 60% in size
#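 AlphaScreen displacement of biotin-H3(5-23)K14Ac peptide (50 nM final) from BAZ2B (50 nM final) in PBS pH 7.4, 0.01% Tween-20; complex preformed 30 min RT, then compounds (top 110 uM) 30 min RT, beads 20 min dark.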
# Pol kappa inh = inhibitors of human DNA polymerase kappa; Q9UBT6; purified Pol kappa, fluorescent DNA synthesis assay, 10 min; Potency, µM (doses to about 107 µM), for the others: at the top dose activity, negative = inhibition, most hits filed as inhibitors; 400,000 tested, 0.53% active; note: % is set by controls: 0 for no effect and ±100 for the full control effect
#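 Pol kappa 10 nM + cpd, 15 min RT; start w/ substrate 50 nM final; fluorescence kinetic read, 0 and 10 min. Neg ctrl: buffer, no enzyme.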
# POLB inh = DNA polymerase beta (human) inhibition; P06746; Pol beta primer extension/strand displacement, fluorescence kinetic; Potency, µM (doses to about 114 µM), inactives show top-dose activity change, negative = inhibition, hits mostly inhibitors; 340,000 tested, 1.3% active; note: % is set by controls: 0 for no effect and ±100 for the full control effect
#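 Kinetic readout of DNA synthesis with strand displacement by Pol beta. Compound and 10 nM enzyme sit 15 min at room temperature; 50 nM substrate starts the reaction, read immediately and at 10 min.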
# APE1 inh = inhibitors of human APE1 endonuclease; 350,000 tested, 0.35% active; P27695; Potency, µM (doses to about 65.8 µM), without a hit: top-dose activity change, negative = inhibition, most hits filed as inhibitors; AID 2517; recombinant APE1, TAMRA/BHQ-2 abasic DNA cleavage fluorescence;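 note: plate controls were vehicle for no effect and reference inhibitor for full effect; nearly all actives have a fitted effect of over 55% in size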
#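 Readout is kinetic fluorescence (ex 525, em 598 nm) from cleavage of 50 nM TAMRA/BHQ-2 THF abasic duplex by 0.75 nM APE1, compound added 15 min beforehand at RT.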
# G9a block = inhibitors of human histone lysine methyltransferase G9a; Potency, µM (titrated, usually from 102 µM), for the others: top-dose activity, negative = inhibition, most hits filed as inhibitors; G9a H3K9 monomethylation, AlphaScreen, 2 h; AID 504332; 350,000 tested, 8.8% active; note: % is set by controls: 0 for no effect and ±100 for the full control effect; nearly all actives have a fitted effect of over 75% in size
#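 Enzyme 20 nM + cpd, 15 min RT; add b-H3K9 pep 500 nM / SAM 20 uM; 2 h RT; anti-H3K9me1 Ab 0.5 ug/mL + SA donor / anti-rabbit acceptor beads 20 ug/mL each, 10 min; AlphaScreen read.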
# Pol eta inh = inhibitors of human DNA polymerase eta | recombinant Pol eta, fluorescent DNA replication assay | Potency, µM (series often up to 114 µM), for inactives: at the top dose activity change, negative = inhibition, usual class: inhibitors | Q9Y253 | 390,000 tested, 1.2% active; note: % is set by controls: 0 for no effect and ±100 for the full control effect
#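 Pol eta (10 nM) was preincubated with compounds for 15 min at room temperature, after which fluorescent replication substrate (50 nM final) was added to start the reaction. Fluorescence was read kinetically at 0 and 10 min.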
# Apoferritin bind = candidate novel general anesthetic via apoferritin binding; P02791; apoferritin/1-aminoanthracene competitive binding, fluorescence; Potency, µM (series often up to 77.5 µM), for inactives: top-dose activity change, negative = displacement, hits mostly inhibitors; 350,000 tested, 0.074% active; AID 485281; note: % is set by controls: 0 for no effect and ±100 for the full control effect; nearly all actives have a fitted effect of over 20% in size
#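 Read-out: endpoint 1-AMA fluorescence, excitation 380 nm and emission 535 nm, after compounds sit 10 min at room temperature with 10 uM horse-spleen apoferritin in 50% saturated 1-AMA/PBS. Values come from four-parameter Hill fits.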
# * marks the source's active call; other numbers are inactive results; ? = inconclusive; . = not tested or not shown; [ ] = dose if it differs, or a comment. Calls come from the whole dose curve; as a rule, active = well fitted curve in the direction sought with a large enough effect; inconclusive = small, poorly fitted or top-dose-only effect, or another doubt; inactive = no such curve, though single readings can be large; an effect the other way counts as inactive or inconclusive. Potency is the fitted concentration of half-maximal effect.
SMILES,POLI inh,BLM helicase inh,BAZ2B block,Pol kappa inh,POLB inh,APE1 inh,G9a block,Pol eta inh,Apoferritin bind
Cc1ccc(C(=O)COC(=O)c2ccc(Br)o2)cc1C,4%,-3%,10%,-6%,0%,-2%,12%,-5%,?
COCc1cc(CN(C)C(=O)c2oc3c(F)cccc3c2C)[nH]n1,53%[activator],-2%,-21%,-1%,22%,32%,27%,-16%,-7%
CCCCC(O)(CCCC)C(=O)NN(C(=O)CCl)c1ccccc1,1%,0%,0%,1%,-11%,0%,6%[59 µM],-14%,-9%
CC1CC(C)CN(CC(=O)NCCc2ccc(S(N)(=O)=O)cc2)C1 (stereo not drawn),-2%,0%,2%,0%,34%[activator],13%,19%,-15%,-4%
COc1ccc(-c2noc(-c3ccco3)n2)cc1OC,13%,-10%,2%,1%,22%,17%,8%[59 µM],-6%,-1%
CCCc1ccc(C(=O)NNC(=O)c2ccc(Cl)cc2)cc1,?,-10%,3%,-28%,32µM*,20%,-44%,?,-5%
O=C(NCc1ccccc1)C1CCN(C(=O)c2cnn(-c3ccccc3)c2-n2cccc2)CC1,-3%,-6%,-17%,-4%,4%,.,-4%[59 µM],.,2%
COc1cc(/C=N/NC(=O)/C(=C\c2ccc([N+](=O)[O-])cc2)NC(=O)c2ccccc2)cc(OC)c1O,-17%,-5%,-37%,-8%,4%,-7%,45µM*,10%,?
CC(C)c1ccc(NC2CCCN(C(=O)C3=NN(C)C(=O)CC3)C2)cc1 (stereo not drawn),38%[activator],-1%,-20%,-5%,10%,14%,-9%,-20%,-11%
Cc1ccccc1NC(=O)COc1ccc(Br)cc1C,205%[activator],-1%,1%,-7%,0%,-5%,23%[59 µM],-22%,-2%
CCC(C)NC(=O)CNC(=O)c1nn(-c2ccc(OC)cc2)c(=O)c2ccccc12 (stereo not drawn),50%[activator],-1%,?,13%,?,-4%,22%,-10%,-7%
Cc1ccc(C2=NN(C(=O)CCC(=O)O)C(c3cccs3)C2)cc1 (stereo not drawn),17%,1%,-12%,-2%,1%,0%,2%,-16%,0%
COc1ccc(-n2ncc3c(NCCN4CCOCC4)ncnc32)cc1,6%,1%,1%,-7%,11%,3%,?,-12%,-3%
CC(=O)Nc1ccc(NC(=O)c2ccc(Cn3cc(Cl)cn3)cc2)cc1,-4%,1%,10%,-8%,4%,2%,17%[59 µM],-20%,2%
COc1ccccc1NC(=O)CCCCC(=O)Nc1ccccc1OC,50%[activator],-10%,-5%,-5%,33%,-11%,24%[0.501 µM],-8%,-1%
CCCN(CCC)C(=O)Cn1c(=O)n(-c2ccc(OC)cc2)c(=O)c2ccc(C(=O)NCc3ccc(C)cc3)cc21,3%,1%,.,-1%,24%,.,4%[59 µM],-6%,?
CCN1c2ccccc2-n2cccc2C12CCN(C(=O)Nc1ccccc1Br)CC2,-3%,-10%,?,-13%[60.1 µM],-12%,.,-28%[59 µM],-9%,-2%
COc1ccc(CN2CCNC(=O)C2CC(=O)NC2CCOCC2)cc1C (stereo not drawn),15%,0%,-22%,-9%,0%,14%,40µM*,-15%,-16%
Cc1ccc(NC(=O)CN2C(=O)NC(C)(C3CC3)C2=O)cc1S(=O)(=O)N1CCCCC1 (stereo not drawn),-12%,.,-3%,-6%,.,-10%,-2%[12.7 µM],-22%,.
O=C(Nc1ccc(-c2nnn(CC(=O)N3CCN(C(=O)c4ccco4)CC3)n2)cc1)c1ccc(F)cc1,-13%,-29%,79µM*,?,-19%,1%,56µM*,-10%,?
CCOC(=O)c1ccccc1NC(=O)c1cccs1,21%,0%,22%,-7%,-2%,-2%,32%,-2%,?
C/C(CC(=O)Nc1ccc(Cl)cc1Cl)=N\NC(=O)c1ccco1,16%,-2%,-4%,-5%,10%,3%,20%,-15%,-23%
CCc1ccccc1NS(=O)(=O)c1cc2c(cc1C)n(C)c(=O)c(=O)n2C,15%,2%,14%,-1%,22%,3%,.,-6%,-23%
Cc1cc(C(C)(C)C)oc1C(=O)OCC(=O)NC1CCCCC1,7%,-4%,-6%,-6%,47%[activator],17%,14%,1%,-6%
CN1CCC[C@@H]1CCNC(=O)c1cccc2c1C(=O)c1ccc(N3CCCC3)cc1S2(=O)=O,?,.,.,3%,.,-4%,.,-13%,.
Cc1ccc(NCC(=O)N/N=C\c2cccc(O)c2)cc1,22%,-7%,-29%,-9%[60.1 µM],-9%,17%,8%[59 µM],-2%,?
Cc1ccc2nc(-c3cccc(Cl)c3)c(Nc3ccc4c(c3)OCO4)n2c1,39%[activator],-3%,.,7%,2%,.,?,-14%,-5%
COc1ccc(CNC(=S)N/N=C/c2ccc(O)c(OC)c2)cc1,10%,-4%,?,-1%,2%,0%,-18%,-16%,-16%
Cc1cccc(NS(=O)(=O)c2cn(C)c(=O)n(C)c2=O)c1C,13%,0%,0%,-6%,10%,47%[activator],11%,-19%,-6%
CCc1ccccc1S(=O)(=O)Cc1ccc(C(=O)NCc2cccs2)o1,-5%,0%,-12%,1%,10%,-3%,6%,-15%,-8%
CCN(CCCNC(=O)CNC(=O)c1nn(-c2ccc(OC)c(OC)c2)c(=O)c2ccccc12)c1ccccc1,155%[activator],-6%,-36%,-22%,-23%,4%,?,-6%,-11%
NC(=O)c1ccccc1N/C=C/C(=O)c1ccccc1,28%,0%,-23%,-15%,?,-2%,?,2%,-15%
CCCc1cc(-c2n[nH]c(=S)n2C(C)c2ccccc2)cs1 (stereo not drawn),8%,-16%,-36%,-4%,0%,1%,?,-13%,?
CC1CCN(S(=O)(=O)c2ccc3c(c2)N(CC(=O)NCCc2ccc(Cl)cc2)C(=O)CO3)CC1,13%,-6%,-2%,-5%,-1%,.,-29%[59 µM],-22%,-15%
Cc1c(C)n2c(SCC(=O)NCc3ccc4c(c3)OCO4)nnc2[nH]c1=O,3%,.,13%,-23%,.,-2%,20%[2.33 µM],-6%,.
N#C/C(=N\Nc1ccccc1F)c1nc(-c2ccccc2)cs1,11%,-1%,-38%,-16%,1%,5%,12%[59 µM],-20%,-9%
CCOc1ccccc1-n1c(SCC(N)=O)nnc1-c1ccc(O)cc1,17%,4%,1%,-8%,40%,3%,23%[2.33 µM],-5%,-5%
Cc1cc(C(=O)NCc2cc(C(=O)O)co2)co1,?,-2%,-16%,79µM*,-7%,-4%,?,20µM*,-3%
CN(CCc1cn[nH]c1)C(=O)C1CCC(=O)N(CC2CCCCC2)C1 (stereo not drawn),16%,0%,-9%,-6%,-19%,1%,.,-3%,-10%
COCCn1c(SCc2cc(=O)n3ccsc3n2)nnc1-c1ccncc1,125%[activator],-4%,-16%,1%,7%,21%,2%[59 µM],-17%,-2%
CCC(C)Nc1nc(C)nc2c1oc1ccccc12 (stereo not drawn),16%,-4%,-10%,0%,26%,13%,.,-15%,3%

# Sorted by heavy-atom count (largest number first): part of the list above
SMILES,POLI inh,BLM helicase inh,BAZ2B block,Pol kappa inh,POLB inh,APE1 inh,G9a block,Pol eta inh,Apoferritin bind
CCN(CCCNC(=O)CNC(=O)c1nn(-c2ccc(OC)c(OC)c2)c(=O)c2ccccc12)c1ccccc1,155%[activator],-6%,-36%,-22%,-23%,4%,?,-6%,-11%
CC1CCN(S(=O)(=O)c2ccc3c(c2)N(CC(=O)NCCc2ccc(Cl)cc2)C(=O)CO3)CC1,13%,-6%,-2%,-5%,-1%,.,-29%[59 µM],-22%,-15%
Cc1c(C)n2c(SCC(=O)NCc3ccc4c(c3)OCO4)nnc2[nH]c1=O,3%,.,13%,-23%,.,-2%,20%[2.33 µM],-6%,.
CCOc1ccccc1-n1c(SCC(N)=O)nnc1-c1ccc(O)cc1,17%,4%,1%,-8%,40%,3%,23%[2.33 µM],-5%,-5%
CN(CCc1cn[nH]c1)C(=O)C1CCC(=O)N(CC2CCCCC2)C1 (stereo not drawn),16%,0%,-9%,-6%,-19%,1%,.,-3%,-10%
COc1ccc(CNC(=S)N/N=C/c2ccc(O)c(OC)c2)cc1,10%,-4%,?,-1%,2%,0%,-18%,-16%,-16%
N#C/C(=N\Nc1ccccc1F)c1nc(-c2ccccc2)cs1,11%,-1%,-38%,-16%,1%,5%,12%[59 µM],-20%,-9%
Cc1cccc(NS(=O)(=O)c2cn(C)c(=O)n(C)c2=O)c1C,13%,0%,0%,-6%,10%,47%[activator],11%,-19%,-6%
NC(=O)c1ccccc1N/C=C/C(=O)c1ccccc1,28%,0%,-23%,-15%,?,-2%,?,2%,-15%
CCC(C)Nc1nc(C)nc2c1oc1ccccc12 (stereo not drawn),16%,-4%,-10%,0%,26%,13%,.,-15%,3%
Cc1cc(C(=O)NCc2cc(C(=O)O)co2)co1,?,-2%,-16%,79µM*,-7%,-4%,?,20µM*,-3%

# High-throughput results from PubChem.

# A portion of the library, so the mix of outcomes need not match the whole.
